Screening results from PubChem BioAssay.
FAS TE block = FAS thioesterase (human) inhibition | recombinant FAS-TE, OMFH fluorogenic substrate, fluorescence endpoint | inhibition, % at 15 µM | 360,000 tested, 0.67% active;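 active = compounds whose normalised, plate-corrected inhibition of enzyme fluorescence in the single-dose primary screen is 50% or more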;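 also: 0% = DMSO with enzyme and 100% = substrate without enzyme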
MT1-MMP act inh = blocks activation of human MT1-MMP | P50281 | HT1080 RFP-PRO-GFP cells, GFP/RFP ratio fluorescence, overnight; percent of plate control window, DMSO zero | GFP/RFP ratio change, % at 20 µM | 360,000 tested, 0.061% active;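 active = GFP/RFP ratio change of at least 30% with cell ATP level not reduced by more than half and red fluorescence within 50% of control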; also: strong numbers were not always called active
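Test system: HT1080 RFP-PRO-GFP cells; Benchmarks: DMSO and RFP-L50D-GFP cell wells; Timing: cells overnight before dosing, compound overnight, 37 °C, 5% CO2; Compound: one 20 µM compound dose with 1% DMSO; Read-out: GFP/RFP fluorescence ratio.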
MLLE-PAM2 inh = inhibitors of microRNA-mediated deadenylation, human PABP1 MLLE binding; P11940; GST-MLLE / FITC-PAM2 fluorescence polarization; inhibition, % at 20 µM; 360,000 tested, 0.36% active; in the data active = inhibition above about 35%, passing the limit was not always enough;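 also: plate controls were DMSO wells with GST-MLLE for no effect and wells lacking GST-MLLE protein for full effect; some results filed as inactive read as strong as hits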
Target sequence (P11940 whole entry, looked up): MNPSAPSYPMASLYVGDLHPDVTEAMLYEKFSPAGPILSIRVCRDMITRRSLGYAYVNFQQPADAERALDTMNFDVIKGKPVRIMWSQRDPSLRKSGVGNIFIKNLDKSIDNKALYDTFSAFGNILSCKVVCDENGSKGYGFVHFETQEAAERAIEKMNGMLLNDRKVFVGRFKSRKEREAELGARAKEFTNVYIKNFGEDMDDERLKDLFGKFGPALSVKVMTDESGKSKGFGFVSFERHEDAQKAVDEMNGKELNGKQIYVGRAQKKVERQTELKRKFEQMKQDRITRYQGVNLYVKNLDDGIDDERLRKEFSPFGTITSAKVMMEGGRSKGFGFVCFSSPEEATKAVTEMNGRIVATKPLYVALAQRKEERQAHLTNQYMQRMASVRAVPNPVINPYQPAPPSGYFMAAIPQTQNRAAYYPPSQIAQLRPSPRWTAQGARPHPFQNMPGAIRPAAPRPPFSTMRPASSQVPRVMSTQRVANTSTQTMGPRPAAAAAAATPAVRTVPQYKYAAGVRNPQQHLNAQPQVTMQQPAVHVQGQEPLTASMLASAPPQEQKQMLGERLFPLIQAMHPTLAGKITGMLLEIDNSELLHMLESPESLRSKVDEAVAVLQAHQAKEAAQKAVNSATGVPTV
NRP1-CendR mod = modulators of CendR peptide binding to human neuropilin-1 | FAM-RPARPAR peptide binding to NRP-1, fluorescence polarization | inhibition, % at 25 µM | 360,000 tested, 0.85% active | AID 602438;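 active = inhibition or corrected inhibition above about 18%, plus a signal ratio from 0.5 to 1.5, limit read from the data, passing the limit was not always enough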; also: strong numbers were not always called active
Rin1-Abl PPI inh = blocks binding of human Rin1 to Abl | inhibition, % at 7.35 µM | P00519+Q13671 | TR-FRET Rin1/Abl binding, biochemical | AID 588664 | 360,000 tested, 0.4% active; in the data active = inhibition above about 5%, passing the limit was not always enough
Neddyl block = inhibitors of human cullin neddylation; P61081+Q13564; TR-FRET cullin neddylation, biochemical; calls only at 25 µM; 360,000 tested, 0.58% active; in the data active = inhibition above about 36%
MsrA act = activates bovine MsrA enzyme | purified bovine MsrA, absorbance read-out | 360,000 tested, 0.3% active | AID 602163 | activation, % at 10.6 µM; in the data active = activation above about 7.5%;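 also: 0% = vehicle and 100% = reference activator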
SKN-1 inh = inhibitors of C. elegans SKN-1 | C. elegans VP596 Pgst-4::GFP/RFP ratio, acrylamide-induced, 24 h | inhibition, % at 21.8 µM | 360,000 tested, 0.49% active | AID 624304;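 active = interference check ratio from 0.5 to 1.5 plus GFP to RFP signal ratio inhibition reaching or exceeding a fixed threshold, cut at about 30% in these data, passing the limit was not always enough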; also: some compounds called inactive have numbers as strong as hits
eLon inh = inhibitors of E. coli Lon protease. P0A9M0. purified E. coli Lon protease, fluorescence polarization. inhibition, % at 7.94 µM. 360,000 tested, 0.42% active; in the data active = inhibition above about 13%, passing the limit was not always enough;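 also: 0% = enzyme with probe and DMSO and 100% = no enzyme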
Starred values were filed as active, the others as inactive; i = inactive; . = no result given.

nr	Structure	NRP1-CendR mod	MsrA act	Rin1-Abl PPI inh	MT1-MMP act inh	Neddyl block
1	O=C(/C=C/c1ccc(Cl)cc1)Nc1ccc(S(=O)(=O)Nc2ncccn2)cc1	6	-3	0	1	i
2	CC(=O)NCCn1ccc2ccccc21	32*	-7	3	-1	i
3	O=S(=O)(c1ccccc1)c1ccc(NCc2ccco2)cc1	-3	-1	-1	1	.
4	C=CCn1c(COc2ccc(F)cc2)nnc1SCC(=O)N1CC(=O)Nc2ccccc21	-17	4	1	0	i
5	COc1ccc(OC)c(NC(=O)CCN2CCCCCC2)c1	1	-2	0	-4	i
6	Cc1ccccc1-n1nnnc1SC(C)C(=O)NC1CCCc2ccccc21 (configuration not stated)	-3	-8	3	-3	i
7	COc1ccc(Cn2c(O)c(/C=C3/C=CC=N3)c(=O)[nH]c2=O)cc1	-1	-1	-5	-13	i
8	COc1ccc2nc(Cl)c(C3CC(c4ccco4)=NN3C(=O)CCC(=O)O)cc2c1 (configuration not stated)	1	3	-1	7	i
9	CCn1c(C)nc2cc(C#N)ccc21	-6	-3	1	-2	i
10	CC(=O)CC(=O)Nc1nc(C)cc(C)n1	0	-2	1	4	i
11	CCOc1ccc2nc(S(N)(=O)=O)sc2c1	4	-2	-1	2	i
12	CCOc1ccc(C2C(C#N)=C(N)Oc3n[nH]c(C)c32)cc1OC(=O)C1CC1 (configuration not stated)	10	-1	-3	-4	i

nr	FAS TE block	eLon inh	SKN-1 inh	MLLE-PAM2 inh
1	-3	2	1	0
2	-11	-10	-19	0
3	16	1	4	-10
4	5	5	-18	-65
5	-2	-10	22	-6
6	18	2	-8	0
7	-4	-33	4	-8
8	-3	3	6	-2
9	-4	0	-2	2
10	-7	-8	-5	18
11	-6	-1	-24	1
12	-5	-4	1	2

nr	Structure	NRP1-CendR mod	MsrA act	Rin1-Abl PPI inh	MT1-MMP act inh	Neddyl block
13	Cc1cc(C2C(=O)C(C(=O)c3ccc(Cl)cc3)C(=O)CC2(C)C)on1 (configuration not stated)	0	-3	-5	6	i
14	COC(=O)c1sccc1NC(=O)c1ccccc1Br	3	-9	-3	3	i
15	NC(=S)N/N=C/c1ccccc1OC(=O)c1cc2ccccc2oc1=O	2	0	-2	1	i
16	O=C(NNC(=O)c1ccc([N+](=O)[O-])cc1)c1ccc(F)cc1	5	-1	1	-5	i
17	COc1ccc(NC(=O)c2c3c(nc4ccccc24)CCC3)cc1	2	-7	5	0	i
18	CCOC(=O)c1cccc(C(=O)Nc2nc3ccc(OC)cc3s2)n1	1	-7	1	6	.
19	O=C(Cn1c(=O)n(Cc2ccccc2)c(=O)c2ccccc21)NCc1ccco1	-6	0	2	0	i
20	COc1ccc(C(=O)OCC(=O)NC(=O)NC2CCCC2)c(O)c1	0	0	-1	3	i
21	Cc1ccc(C(C(=O)Nc2ccc(C(C)C)cc2)N(C)C(=O)c2ccc(=O)[nH]c2)cc1 (configuration not stated)	-2	-7	6	1	i
22	CCCCCCCCCCCCN1[C@@H](CC(=O)OC)c2cc(F)ccc2S1(=O)=O	26*	-9	3	-3	i
23	O=C(O)c1ccc(CSc2nnc(SCc3ccccc3)s2)cc1	11	5	4	2	i
24	CC(NC(=O)CN1CCOCC1)c1ccccc1 (configuration not stated)	3	-4	-1	4	i

nr	FAS TE block	eLon inh	SKN-1 inh	MLLE-PAM2 inh
13	-5	-5	-2	1
14	14	8	-1	-3
15	-4	7	15	26
16	2	-1	12	2
17	-6	5	0	-7
18	5	7	0	10
19	3	8	-1	5
20	-29	3	9	-6
21	19	4	5	11
22	33	-6	-19	-2
23	19	-7	2	-14
24	-4	-7	8	7

nr	Structure	NRP1-CendR mod	MsrA act	Rin1-Abl PPI inh	MT1-MMP act inh	Neddyl block
25	COC(=O)C1=C(C)N(C)C(C)=C(C(=O)OC)C1c1ccccn1	-6	-4	0	-2	i
26	COc1cc(C(O)c2nc(-c3ccc4ccccc4c3)cs2)ccc1F (configuration not stated)	4	-1	0	1	i
27	Cn1c(N)c(C(=O)COC(=O)c2ccco2)c(=O)n(C)c1=O	10	-1	-1	-3	i
28	Cc1ccc(C2=NS(=O)(=O)N(C)C(C(=O)NC3CCCCC3)=C2)cc1	3	0	0	-1	i
29	O=C(Nc1cccc(Cl)c1)N(CCCN1CCOCC1)Cc1ccccc1F	-5	-3	-4	-1	i
30	O=C(Nc1cnn(Cc2c(Cl)cccc2Cl)c1)C(c1ccccc1)c1ccccc1	-5	-12	0	-5	i
31	CCOc1ccc(N2CC(C(=O)N3CCCc4ccccc43)CC2=O)cc1 (configuration not stated)	11	0	4	3	i
32	Cc1cc(NC(=O)/C=C/c2ccccc2Cl)n(-c2nc3ccccc3[nH]2)n1	1	1	1	5	i
33	Cc1oc(C(C)(C)C)cc1C(=O)Nc1ccc2c(c1)OCCO2	-12	-1	0	2	i
34	COc1ccc(OC)c(NC(=S)N2CCc3ccccc3C2)c1	-2	-12	3	-6	i
35	O=c1oc(Nc2ccccc2Cl)nc2ccccc12	8	-1	-4	0	i
36	N=c1oc2ccc(Cl)cc2cc1C(=O)NC1CCCCCC1	2	-1	0	-1	i

nr	FAS TE block	eLon inh	SKN-1 inh	MLLE-PAM2 inh
25	-7	-5	0	14
26	32	2	5	-1
27	-11	-1	0	-3
28	5	1	7	4
29	7	3	8	5
30	31	-8	-12	-5
31	2	-6	-10	-15
32	6	5	0	-5
33	19	9	-9	-11
34	1	1	-1	-99
35	25	-1	1	8
36	1	-5	32	-9

Next part, starting with the last two of the part before.
nr	Structure	NRP1-CendR mod	MsrA act	Rin1-Abl PPI inh	MT1-MMP act inh	Neddyl block
35	O=c1oc(Nc2ccccc2Cl)nc2ccccc12	8	-1	-4	0	i
36	N=c1oc2ccc(Cl)cc2cc1C(=O)NC1CCCCCC1	2	-1	0	-1	i
37	CC(C)(C)OC(=O)NCc1ccc(NC(=O)c2nc[nH]c2C(=O)N[C@@H](Cc2ccccc2)C(=O)OC(C)(C)C)cc1	-1	-3	1	-2	i
38	O=C(COC(=O)Cn1[nH]c(=O)c2ccccc2c1=O)Nc1c(Cl)cccc1C(F)(F)F	8	-1	1	3	i
39	CC(OC(=O)C1CCCC1)C(=O)Nc1ccc(S(N)(=O)=O)cc1 (configuration not stated)	-3	-5	0	-3	i
40	CCOc1ccc(C(=O)OCC(=O)N2CC(C)OC(C)C2)cc1OCC (configuration not stated)	5	-1	1	5	i
41	Cc1ccc(-c2cn3c(n2)CCCC3)cc1	12	-2	0	4	i
42	S=C1SCN(CCc2ccccc2)CN1CCc1ccccc1	-8	-14	-1	-3	i
43	CN=C(Nc1cc(C)nn1-c1ccccc1)c1ccc(F)cc1	-2	-6	2	0	i
44	CCN(CC)CCN1C(=O)c2ccccc2NC1c1ccc(F)cc1 (configuration not stated)	3	-1	-5	0	.
45	COc1ccccc1/C=C/C=N/NC(=O)c1ccccn1	-1	-6	0	4	i
46	CC1=C(C(N)=O)C(c2sccc2C)n2nnnc2N1 (configuration not stated)	-6	-4	-2	1	i
47	COc1cc(OC)c(/C=N/n2c(C3CCCCC3)n[nH]c2=S)c(OC)c1	3	-2	2	-1	i
48	COc1ccc([C@H]2N[C@]3(CCCN(Cc4ccco4)C3=O)[C@H]3C(=O)N(Cc4ccccc4)C(=O)[C@@H]23)cc1	7	-3	-2	-2	i

nr	FAS TE block	eLon inh	SKN-1 inh	MLLE-PAM2 inh
35	25	-1	1	8
36	1	-5	32	-9
37	8	11	11	-1
38	0	0	-21	6
39	-5	7	-4	-4
40	-2	3	-1	2
41	-8	2	25	-1
42	22	3	4	28
43	-6	-1	2	1
44	-6	12	16	3
45	-1	3	-9	5
46	-8	-1	0	1
47	-4	0	3	-10
48	-3	2	-9	2

nr	Structure	NRP1-CendR mod	MsrA act	Rin1-Abl PPI inh	MT1-MMP act inh	Neddyl block
49	O=C(N/N=C/c1c[nH]c2ccccc12)C1COc2ccccc2O1 (configuration not stated)	1	-3	-4	-6	i
50	COc1ccc(OCC(=O)N/N=c2\oc3c(OC)cccc3cc2C(N)=O)cc1	2	-3	2	-2	i
51	Cn1nccc1C(=O)NC1CCCc2c1cnn2-c1cc(F)cc(F)c1 (configuration not stated)	-8	-10	0	2	i
52	COc1cc(/C=N/NC(=S)NC(C)C)ccc1OCC(=O)Nc1c(C)cc(C)cc1C	1	-5	-3	-2	i
53	C=CCSc1nc2ccccc2n1S(=O)(=O)c1ccc(C)cc1	12	-4	2	5	i
54	COc1cc(NC(=O)Cc2ccc(S(=O)(=O)N3CCOCC3)s2)c(OC)cc1Cl	-6	1	3	2	i
55	O=C(C1=C[C@@H]2[C@H]3C(=O)N(c4cccc(Cl)c4)C(=O)[C@H]3[C@@H](C(=O)c3ccc(Cl)cc3)N2C=C1)c1ccccc1	-130	-4	-1	1	i
56	COc1cc(C=NO)nc(-c2ccccn2)c1	-13	-2	-4	10	i

nr	FAS TE block	eLon inh	SKN-1 inh	MLLE-PAM2 inh
49	-2	-6	11	1
50	-8	-2	-10	1
51	-3	6	2	6
52	-6	0	5	-4
53	-1	2	19	-3
54	26	14	2	4
55	35	-26	32	-30
56	-7	-1	14	-6

Values by screen from above.
eLon inh for nos. 50 to 55: -2, 6, 0, 2, 14, -26
MsrA act for nos. 50 to 55: -3, -10, -5, -4, 1, -4

Full records, quoted from the list. Screens in order: NRP1-CendR mod	MsrA act	Rin1-Abl PPI inh	MT1-MMP act inh	Neddyl block	FAS TE block	eLon inh	SKN-1 inh	MLLE-PAM2 inh
`O=C(C1=C[C@@H]2[C@H]3C(=O)N(c4cccc(Cl)c4)C(=O)[C@H]3[C@@H](C(=O)c3ccc(Cl)cc3)N2C=C1)c1ccccc1` reads -130	-4	-1	1	i	35	-26	32	-30
`COc1cc(NC(=O)Cc2ccc(S(=O)(=O)N3CCOCC3)s2)c(OC)cc1Cl` reads -6	1	3	2	i	26	14	2	4
`COc1cc(/C=N/NC(=S)NC(C)C)ccc1OCC(=O)Nc1c(C)cc(C)cc1C` reads 1	-5	-3	-2	i	-6	0	5	-4

Rows are unselected (roughly 4% active in at least one column).
